EPAC1 ag: activates human EPAC1 exchange factor. O95398. EPAC1 agonist qHTS, biochemical assay; response scale: 100% = response to 6.5 mM cAMP. Potency, µM (titrated, usually from 154 µM), for the others: at the top dose activation, actives largely listed as activators. 360,000 tested, 0.073% active. AID 720707; further: potency means the concentration at half of the fitted maximal effect; nearly all actives have a fitted effect of over 60% in size
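Multi-concentration qHTS readout: loss of Rap1B-bound BODIPY-GDP fluorescence driven by 100 nM EPAC1 with excess GDP (50 uM), monitored kinetically at room temperature; agonist response expressed relative to 6.5 mM cAMP.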
WRN helicase inh: blocks human WRN helicase; WRN helicase unwinding, fluorescent forked duplex, kinetic; Potency, µM (top dose mostly 114 µM), without a hit: at the highest dose activity change, negative = inhibition, most hits filed as inhibitors; 360,000 tested, 0.46% active; AID 651768; further: potency means the concentration at half of the fitted maximal effect; on the % scale 0 is the no-effect control and ±100 the full control effect; nearly all actives have a fitted effect of over 55% in size
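WRN at 20 nM final was preincubated with compound for 15 min at room temperature; reaction started with 100 nM forked duplex oligonucleotide carrying fluorophore and quencher plus 2 mM ATP (final). Unwinding followed kinetically by red fluorescence (ex 525/em 598 nm).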
EPAC1 antag: blocks human EPAC1 exchange factor; O95398; EPAC1 GEF assay, Rap1b-BODIPY-GDP exchange fluorescence; Potency, µM (doses to about 115 µM), for the others: at the top dose activity change, negative = inhibition, most hits filed as inhibitors; 360,000 tested, 0.14% active; AID 720709;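 further: potency means the concentration at half of the fitted maximal effect; plate controls were vehicle for no effect and positive control for full effect; nearly all actives have a fitted effect of over 50% in size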
FUS yeast rescue: rescues growth of FUS-expressing yeast | 390,000 tested, 0.24% active | S. cerevisiae FUS-expressing, growth rescue, OD600, 24 h | Potency, µM (top dose mostly 76.6 µM), for the others: at the top dose growth rescue (activation), most hits filed as activators;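 further: potency means the concentration at half of the fitted maximal effect; plate controls were DMSO vehicle for no effect and reference control for full effect; nearly all actives have a fitted effect of over 55% in size; some results filed as inactive show a strong effect at the top dose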
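Yeast FUS proteinopathy model; galactose-induced FUS (2%), starting OD 0.005. Cpds in dilution series, 24hr, 30C, 99% humidity. Abs 600 nm growth. Pos ctrl CP55940 (top 92uM final); neg ctrl DMSO.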
PI5P4K alpha inh: blocks human PI5P4K alpha kinase activity | P48426 | PI5P4Kalpha enzyme, ADP-Glo luminescence, 60 min; stronger effect = lower value | max response, % | 330,000 tested, 1.2% active | AID 652105; active means max response of -50% or lower; inconclusive means between -30% and -50%; inactive means -30% or higher; further: value at the top dose of about 77 µM; on the % scale 0 is the no-effect control and ±100 the full control effect
Target sequence (P48426 whole entry, looked up): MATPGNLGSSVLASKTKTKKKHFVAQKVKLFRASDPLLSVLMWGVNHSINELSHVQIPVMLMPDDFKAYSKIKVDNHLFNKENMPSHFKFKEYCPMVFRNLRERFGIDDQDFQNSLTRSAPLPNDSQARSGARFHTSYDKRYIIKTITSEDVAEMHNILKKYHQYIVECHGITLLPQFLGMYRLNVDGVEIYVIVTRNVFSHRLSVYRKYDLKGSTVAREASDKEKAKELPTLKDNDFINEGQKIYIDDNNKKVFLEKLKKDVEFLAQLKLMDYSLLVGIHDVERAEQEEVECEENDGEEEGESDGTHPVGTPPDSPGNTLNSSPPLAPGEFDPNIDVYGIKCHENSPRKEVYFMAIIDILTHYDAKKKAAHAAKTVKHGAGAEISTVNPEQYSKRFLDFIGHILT
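Single end-point luminescence (ADP-Glo) quantified ADP from PI5P4Kalpha turnover; ATP 5 microM final, 1 h at RT, 0.1% CHAPS and 0.28 mM EGTA in HEPES pH 7.4.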
Abeta rescue: A-beta toxicity reversal in yeast. yeast expressing A-beta42, growth rescue, OD600, 48 h; response scale: 0% DMSO, 100% iron-clioquinol control. Potency, µM (doses to about 46.1 µM), for inactives: at the top dose growth rescue, usual class: activators. 410,000 tested, 0.063% active. AID 1347071; further: potency means the concentration at half of the fitted maximal effect; nearly all actives have a fitted effect of over 55% in size
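Yeast A-beta toxicity model in growth medium with pinned compounds, 48 h at 30 C; growth read as absorbance at 600 nm. Normalized to FeCl3/clioquinol equimolar mix (positive) and DMSO (negative).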
IL2 activator: IL-2 activation. IL-2 activation reporter assay, cell-based qHTS; stimulated with anti-CD3/CD4/CD28 beads; in transgenic mouse T cells. 360,000 tested, 0.065% active. activation, % (series mostly up to about 46 µM). AID 652025; in the data active means activation above about 50%; inconclusive means mostly about 30% to 49%; further: 0% is about no effect
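Using fluorescent plate cytometry, EGFP and DsRed are detected in transgenic mouse T cells stimulated 18 h at 37 degrees C with antibody-coated beads after 60 min compound pretreatment.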
PLK1 PBD block: blocks phosphopeptide binding to human PLK1 polo-box domain. Potency, µM, without a hit: max response, negative = inhibition, actives largely listed as inhibitors. AID 720504. 360,000 tested, 2.8% active. Plk1 PBD binding of FITC phosphopeptide, fluorescence polarization; further: potency means the concentration at half of the fitted maximal effect; series mostly up to about 57 µM; on the % scale 0 is the no-effect control and ±100 the full control effect; nearly all actives have a fitted effect of over 65% in size
Target sequence (P53350 whole entry, looked up, the tested form may be a part): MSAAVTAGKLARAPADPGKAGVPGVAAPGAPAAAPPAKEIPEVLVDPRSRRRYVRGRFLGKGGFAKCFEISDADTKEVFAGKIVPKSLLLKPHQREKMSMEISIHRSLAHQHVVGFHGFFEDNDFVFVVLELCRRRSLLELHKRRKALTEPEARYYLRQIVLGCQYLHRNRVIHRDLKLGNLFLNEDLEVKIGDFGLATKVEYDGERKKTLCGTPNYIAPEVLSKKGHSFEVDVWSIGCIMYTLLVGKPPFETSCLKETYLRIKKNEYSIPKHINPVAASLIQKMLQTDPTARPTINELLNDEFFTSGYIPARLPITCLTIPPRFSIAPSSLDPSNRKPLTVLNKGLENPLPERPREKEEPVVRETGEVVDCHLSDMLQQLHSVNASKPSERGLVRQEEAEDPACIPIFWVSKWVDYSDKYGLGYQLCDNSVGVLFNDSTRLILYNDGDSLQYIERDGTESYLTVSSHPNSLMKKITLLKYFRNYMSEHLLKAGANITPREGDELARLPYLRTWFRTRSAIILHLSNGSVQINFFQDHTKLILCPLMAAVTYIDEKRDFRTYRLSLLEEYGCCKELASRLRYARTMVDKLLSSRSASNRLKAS
An asterisk follows results filed as active; ? = inconclusive; / = no result given; [ ] = dose if it differs, or a comment. Unless noted, the call rests on the fitted dose curve; in most records, active means well fitted curve in the direction sought with a large enough effect; inconclusive means small, poorly fitted or top-dose-only effect, or another doubt; inactive means no such curve, though single readings can be large; an effect the other way counts as inactive or inconclusive. Rows were taken by chance. Share with any hit: about 4.1%.

Value order: WRN helicase inh | IL2 activator | PLK1 PBD block | Abeta rescue | EPAC1 antag | PI5P4K alpha inh | FUS yeast rescue | EPAC1 ag
COc1cccc(/C=N/N2CCN(c3ccncc3S(=O)(=O)N3CCCCC3)CC2)c1
 : -17.1% | 0.3 | -1.6% | -30.2% | 0.1% | 0.1 | 6.7% | 5.5%
CC(C)CC(=O)N/C(N)=N/c1nc2ccccc2s1
 : -7.5% | 0.7 | -0.3% | 11.2µM* | -8.4% | 1.7 | 5.6% | 14.5%
c1ccc(CNCCC(Cc2ccccc2)c2ccco2)cc1 (stereo unspecified)
 : -8.6% | -0.8 | 9.1% | 14.8% | 7.5% | 17.9 | -11.5% | 0.3%
CCOc1ccc(S(=O)(=O)N2Cc3ccccc3CC2C(=O)NCCCn2ccnc2)cc1 (stereo unspecified)
 : -12.1% | -0.5 | -1.5% | 9.9% | 6.3% | 6.5 | 4.2% | -2.5%
Cc1ccc(-n2[nH]c(C)c(/C=N/n3c(C)nc4ccccc4c3=O)c2=O)cc1
 : -3.2% | -1.9 | 2.7% | -55.6%[inhibitor] | 11.8% | / | 14.3% | -0.5%
COc1ccc2[nH]c(C(=O)N3CCN(C)CC3)c(C)c2c1
 : 15.4% | 1.0 | -6.4% | -23.0% | 0.4% | 0.7 | -3.8% | 5.2%
COc1ccc(NC(=O)CN2CCN(c3ccc(Cl)cc3)CC2)c(OC)c1
 : -13.7% | -0.1 | 1.0% | 0.2% | -4.2% | 2.9 | 16.8% | 0.4%
Cc1ccc(S(=O)(=O)CCC(=O)OCC(=O)N2CCN(S(=O)(=O)c3ccc(Cl)cc3)CC2)cc1
 : -4.6% | 0.2 | 0.1% | -16.2% | -6.0% | 2.7 | 10.4% | 6.6%
O=C(NCCCN1CCOCC1)c1cccnc1
 : 10.0% | -0.4 | -15.1% | 17.3% | -12.8% | 3.8 | / | 9.2%
COc1cccc(C(=O)O/N=C(\N)c2ccc([N+](=O)[O-])cc2)c1
 : 0.5% | 3.2 | -6.1% | 5.1% | 10.6% | 3.2 | 11.2% | -9.8%
COc1c2c(cc3oc(C)cc(=O)c13)OC(C(C)(C)OC1OC(CO)C(O)C(O)C1O)C2 (stereo unspecified)
 : 1.9% | -0.2 | 0.1% | -12.5% | 2.0% | -3.4 | -8.0% | 9.9%
COc1ccccc1-c1nc(SCC(=O)Nc2ccccc2)n[nH]1
 : -3.0% | -3.6 | -0.2% | 6.2% | -9.5% | -7.2 | / | 1.3%
Cc1ccc(C)c(S(=O)(=O)NCc2ccc3c(c2)OCO3)c1
 : 1.8% | -0.4 | -15.7% | 27.6% | -8.1% | 1.8 | -4.2% | 3.9%
COC(=O)c1cn(NC(=O)c2ccncc2)c(=O)c2ccccc12
 : -7.1% | 0.0 | 4.4% | 8.4% | -1.1% | / | 27.8% | -6.1%
COc1ccccc1C(=O)NCC(=O)N=Nc1c(O)n(C(C)C)c2ccccc12
 : 2.1% | 1.6 | -11.1% | -12.3% | ? | 1.4 | 6.9% | 1.6%
O=C(c1cccs1)N1CCN(Cc2ccc3c(c2)OCO3)CC1
 : -1.7% | -0.1 | -0.6% | 15.7% | 4.1% | -9.6 | 9.6% | -3.7%
Cc1ccc(C2=N/C(=C\c3ccc(OS(=O)(=O)c4ccc(C)cc4)cc3)C(=O)O2)cc1
 : -3.1% | -0.2 | -5.6% | -5.8% | -1.1% | -1.2 | / | -3.6%
CCc1ccc(-c2cn3nc(-c4ccccc4)cnc3n2)cc1
 : 1.7% | 0.3 | -2.6% | -0.5% | 7.9% | -12.8 | 4.2% | 0.4%
COc1ccccc1N(CC(=O)NCc1ccco1)C(=O)CCC(=O)Nc1ccccn1
 : -1.6% | 0.3 | 4.6% | 0.5% | -9.2% | -6.6 | -6.3% | -5.1%
CC(Nc1ccnc2cc(Cl)ccc12)c1ccc(S(N)(=O)=O)cc1 (stereo unspecified)
 : 5.6% | 0.2 | -0.4% | 3.0% | 4.6% | -3.8 | 20.8% | -5.0%
CC(C(=O)NCCc1ccc(Cl)cc1)n1c(=O)c2cccn2c2cccnc21 (stereo unspecified)
 : 1.3% | 0.1 | -2.7% | / | -0.6% | 4.4 | 1.4% | -6.1%
CC(=O)Nc1ccc(Nc2nc(C)cc(C)n2)cc1
 : -24.0% | 0.4 | -8.9% | -12.3% | 5.4% | 10.2 | 8.6% | 5.8%
COCCN1C=C2C(=O)C(C)(OC(=O)c3cccs3)C(=O)C=C2C=C1CCCC(=O)OC (stereo unspecified)
 : 7.8% | 0.5 | -21.8% | -11.1% | -2.4% | -3.8 | 39.8% | 9.6%
COc1ccc(CN2C(=O)CCC2(C)c2nnnn2-c2ccc3c(c2)OCCO3)cc1OC (stereo unspecified)
 : -4.9% | 0.5 | -11.7% | -5.0% | -1.6% | -4.8 | -3.9% | -1.8%
CCOc1ccc(C(=O)NCc2ccco2)cc1OC
 : -4.4% | 0.9 | -27.7% | -18.6% | 13.8% | 2.7 | -4.8% | 5.9%
CCOc1ccc(OCC)c(NC(=O)C2CCN(S(=O)(=O)c3c(C)noc3C)CC2)c1
 : -5.8% | -3.4 | -2.8% | 3.4% | -1.4% | -0.1 | 32.0% | 0.5%
COc1cc(/C=N/NC(=O)c2ccccc2)ccc1OS(=O)(=O)c1ccccc1
 : -7.6% | 0.3 | -1.7% | 11.1% | 0.1% | -13.8 | 3.9% | 9.8%
COc1cc(/C=N\NC(=O)CNC(=O)c2cccc([N+](=O)[O-])c2)ccc1O
 : 0.8% | -0.1 | -14.9% | 7.1% | 0.9% | -10.9 | -7.6% | -3.2%
COc1cccc(NC(=O)CN(C)C(=O)CC2CC3CCC2C3)c1 (stereo unspecified)
 : -0.7% | -0.5 | -8.4% | 3.5% | 1.0% | -5.3 | 18.1% | 2.9%
CN(C)c1ccc(NS(=O)(=O)c2ccc(-c3csnn3)cc2)cc1
 : 5.1% | 0.1 | -12.3% | -20.5% | -10.0% | -7.4 | 50.4% | -2.6%
S=C1NC[C@H](c2ccccc2)N1CCCCC1CCCCC1
 : 5.4% | -0.3 | -7.9% | ? | -8.9% | 13.4 | 16.6% | 3.4%
N=c1c(C(=O)NCC2CCCO2)cc2c(=O)n3ccccc3nc2n1C1CCCCC1 (stereo unspecified)
 : -4.6% | -0.5 | -11.2% | -8.1% | 14.7% | -0.6 | 19.8% | 1.5%
Cc1ccc(C)c(S(=O)(=O)Nc2ccc(-n3cnnn3)cc2)c1
 : -10.9% | -0.8 | -2.3% | 7.6% | -17.2% | -2.5 | -2.4% | -3.7%
CCCc1sc(N2CCCC(C(N)=O)C2)nc1-c1ccccc1 (stereo unspecified)
 : -28.3% | -0.6 | 23.8µM* | 10.0% | -0.5% | -0.7 | / | -6.7%
Cc1ccc(-c2cc(C(=O)O)n[nH]2)s1
 : -3.3%[57.1 µM] | -0.6 | -10.8% | -16.6% | -0.6% | 6.9 | -13.4% | -3.9%
COc1cccc(Sc2ccccc2CN(C)C)c1
 : -0.3% | 2.4 | -7.0% | 3.8% | -2.8% | 3.3 | -11.5% | 10.3%
COc1cc(C(=O)NCC2CCCO2)ccc1OCc1c(C)noc1C (stereo unspecified)
 : 7.8% | -1.8 | -13.1% | 1.6% | 16.8% | 1.1 | 8.7% | 6.2%
CN(c1ccccc1)S(=O)(=O)c1cccc(C(=O)NCc2ccccc2)c1
 : -2.2% | 0.0 | -0.3% | -6.6% | -15.7% | -3.3 | 33.5% | 6.6%
CC(=O)/C(N)=N/Nc1cccc(Cl)c1
 : -7.2% | 0.6 | -0.1% | 19.0% | 5.9% | -2.6 | -6.7% | -2.5%
CCOC(=O)N1CCN(CCCc2ccccc2)CC1
 : -10.3% | -0.1 | 0.8% | 18.4% | -2.2% | -6.1 | -7.9% | 0.0%
COC(=O)c1c(NC(=O)C(=O)NCCCN2CCOCC2)sc2c1CCCC2
 : -0.7% | -0.3 | -6.9% | -0.6% | 3.9% | 8.2 | 22.6% | 13.4%
COc1ccc2c(c1OC)C(=O)N(c1cccc(C)c1)C2
 : -5.9%[57.1 µM] | -1.8 | 0.7% | -1.9% | -2.5% | -6.7 | 5.2% | -4.5%
COc1ccc(NC(=S)Nc2cc(C)ccn2)c(OC)c1
 : -9.5% | 0.2 | -5.5% | 10.0% | 2.9% | -11.8 | 11.9% | -7.8%
O=C(CC[C@H]1O[C@@H](n2ccc(=O)[nH]c2=O)[C@H](O)[C@@H]1O)N[C@H](Cc1ccccc1)C(=O)NCC1CCCO1 (stereo partly specified)
 : 1.2% | 0.4 | -3.0% | -13.3% | 8.7% | 1.1 | -24.3% | -1.8%
CCOc1ccc(CN2CCN(S(=O)(=O)c3ccc(NC(C)=O)cc3)CC2)cc1
 : -9.8% | -0.1 | 0.8% | -8.7% | -12.9% | 7.8 | 6.9% | -11.8%
CCOc1ccc(NC(=O)N(CCC(C)C)C2CCN(C(C)=O)CC2)cc1
 : 9.1% | -1.0 | -2.3% | 1.2% | -0.5% | / | 22.5% | 12.4%
CCOC(=O)C(Cc1ccccc1)NC(=O)CNC(C)=O (stereo unspecified)
 : 3.8% | -1.4 | -1.5% | 7.1% | -8.8% | -13.2 | -11.3% | 0.0%
CNC(=O)C(=O)NCC1CCCN1S(=O)(=O)c1cccs1 (stereo unspecified)
 : 1.5% | 0.1 | -0.9% | -1.8% | 2.9% | -3.3 | 15.4% | 4.0%
CCOc1ccc(S(=O)(=O)N2CCN(Cc3ccco3)CC2)cc1
 : 1.5% | 0.9 | 1.1% | 12.8% | 0.6% | -10.0 | 5.3% | -1.4%
COc1ccc(N2CC(C(=O)Nc3ccc4c(c3)OCO4)CC2=O)cc1 (stereo unspecified)
 : -8.9% | -0.3 | -9.4% | -8.4% | 2.3% | -2.8 | 18.6% | 2.6%

Next records follow.
Value order: WRN helicase inh | IL2 activator | PLK1 PBD block | Abeta rescue | EPAC1 antag | PI5P4K alpha inh | FUS yeast rescue | EPAC1 ag
CC(C)(C)OC(=O)N1Cc2cc3ccccc3nc2C1
 : -2.9% | -3.2 | -7.9% | -12.2% | -2.7% | 1.5 | -3.0% | -5.5%
O=C(COc1ccc2c3c(c(=O)oc2c1)CCC3)c1ccc2c(c1)OCO2
 : -1.5%[11.6 µM] | 1.2 | -2.7% | 4.5% | 4.6% | / | 7.9% | 0.8%
COC(=O)c1cc(Br)ccc1NC(=O)CSCc1c(C)noc1C
 : -2.2% | 1.5 | -6.1% | -3.6% | -11.8% | -1.5 | 32.3% | -1.9%
CCCCn1nc(NC(=O)COC)c2cc3cc(OC)ccc3nc21
 : 0.5% | 1.3 | -0.8% | ? | -3.4% | 10.7 | 24.4% | -5.0%
